# D2 agonist – agonists of human D2 dopamine receptor | P14416 | HEK293 T-REx D2 cells, calcium flux agonist mode | activation, % at 2 µM | 340,000 tested, 0.53% active | AID 485358;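 active = activation over 3 SD above normal in the single-dose calcium agonist read, cut at about 30% in these data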; note: 0% is about no effect
#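 Agonism scored from kinetic calcium signal (1 read/sec, 180 s) following compound pin transfer, after a 10 s baseline. Cells: HEK293 Trex line expressing inducible D2 receptor coupled to calcium, dye-loaded after overnight culture at 30 C.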
# TrxR1 inh – rat TrxR1 inhibition | O89049 | recombinant rTrxR1, NADPH fluorescence consumption, selenite substrate | Potency, µM (doses to about 114 µM), for inactives: top-dose activity change, negative = inhibition, most hits filed as inhibitors | 390,000 tested, 1% active; note: potency is the fitted concentration of half-maximal effect; % is set by controls: 0 for no effect and ±100 for the full control effect; nearly all actives have a fitted effect of over 65% in size
#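 Rat TrxR1 (90 nM in the dispensed reagent) was pre-reduced with 400 uM NADPH for 5 min at room temperature, then incubated with compound for 15 min. After 400 uM selenite was added, NADPH fluorescence (Ex 340/Em 450 nm) was followed for 8 min.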
# TRHR enhancer – allosterically enhances the human TRH receptor; P34981; 360,000 tested, 0.66% active; enhancement, % at 2 µM; TRHR cells, fluo-8 calcium fluorescence, EC20 TRH enhancement; in the data active = enhancement above about 30%; note: 0% is about no effect
#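 TRHR-expressing cells loaded with fluo-8 calcium dye were read kinetically (ex 480/em 530) during compound addition, then stimulated with an EC20 of TRH (10 nM final). Enhancement of the Gq-mediated intracellular calcium response was scored.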
# TrxR1 substrate – rat thioredoxin reductase 1 substrate activity. O89049. purified TrxR1 substrate turnover, NADPH consumption readout. Potency, µM (doses to about 114 µM), for inactives: at the top dose activity change, negative = substrate turnover. 390,000 tested, 0.01% active. AID 588456; note: potency is the fitted concentration of half-maximal effect; % is set by controls: 0 for no effect and ±100 for the full control effect; nearly all actives have a fitted effect of over 50% in size
#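 Rat TrxR1, dispensed at 90 nM, was prereduced with 400 uM NADPH (final) for 5 min at ~22 deg C, then incubated with compound 15 min before 400 uM selenite. A first-read NADPH fluorescence drop versus no-compound background flagged substrates.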
# IDH1 R132H inh – inhibitors of human mutant IDH1 R132H; Potency, µM (doses to about 76.6 µM), for inactives: at the highest dose activity change, negative = inhibition, hits mostly inhibitors; 390,000 tested, 0.093% active; AID 602179; O75874; IDH1-R132H enzyme, NADPH consumption, diaphorase/resazurin fluorescence; note: potency is the fitted concentration of half-maximal effect; % is set by controls: 0 for no effect and ±100 for the full control effect; nearly all actives have a fitted effect of over 65% in size
# Target sequence (O75874 whole entry R132H, stated change not applied): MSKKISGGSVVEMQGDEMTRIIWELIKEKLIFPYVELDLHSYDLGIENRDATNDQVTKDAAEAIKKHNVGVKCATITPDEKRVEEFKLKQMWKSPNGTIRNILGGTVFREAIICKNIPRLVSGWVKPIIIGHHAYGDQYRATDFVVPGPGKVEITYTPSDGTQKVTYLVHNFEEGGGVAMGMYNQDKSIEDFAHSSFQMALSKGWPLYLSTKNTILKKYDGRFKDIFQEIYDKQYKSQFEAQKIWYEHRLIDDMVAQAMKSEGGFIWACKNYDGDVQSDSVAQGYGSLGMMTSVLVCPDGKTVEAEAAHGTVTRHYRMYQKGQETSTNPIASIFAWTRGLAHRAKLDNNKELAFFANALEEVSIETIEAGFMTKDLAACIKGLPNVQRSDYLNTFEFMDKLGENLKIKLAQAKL
#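 IDH1-R132H (0.5 ug/mL) preincubated 30 min with compound, then NADPH (0.016 mM) and alpha-KG (2 mM) added; 80 min at RT, pH 7.5. Remaining NADPH coupled via diaphorase/resazurin to fluorescence (540/590 nm); concentration-response curves normalized to no-enzyme control.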
# USP1-UAF1 inh – USP1/UAF1 (human) deubiquitinase inhibition | recombinant USP1/UAF1, Ub-Rhodamine cleavage fluorescence | 390,000 tested, 0.23% active | Potency, µM (titrated, usually from 57.1 µM), inactives show top-dose activity change, negative = inhibition, actives largely listed as inhibitors | AID 743255; note: potency is the fitted concentration of half-maximal effect; % is set by controls: 0 for no effect and ±100 for the full control effect; nearly all actives have a fitted effect of over 60% in size; inactives centre near -12
#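 High-throughput fluorogenic screen: 1nM USP1/UAF1 complex, Ub-Rho substrate 150nM final, 50mM HEPES pH 7.8 with 0.5mM EDTA, 0.1 mg/ml BSA, 1mM TCEP and 0.01% Tween-20.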
# PI4K2A block – inhibitors of human PI4K2A. Q9BTU6. purified PI4K2A, ADP-Glo luminescence, 1 h; active compounds read low. activity change, negative = inhibition, % at 76.9 µM. 420,000 tested, 0.13% active. AID 1346378; in the data active = activity change below about -50%; inconclusive = mostly about -30% to -49%;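 note: -100% = wells without enzyme as full effect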
# Target sequence (Q9BTU6 whole entry, looked up): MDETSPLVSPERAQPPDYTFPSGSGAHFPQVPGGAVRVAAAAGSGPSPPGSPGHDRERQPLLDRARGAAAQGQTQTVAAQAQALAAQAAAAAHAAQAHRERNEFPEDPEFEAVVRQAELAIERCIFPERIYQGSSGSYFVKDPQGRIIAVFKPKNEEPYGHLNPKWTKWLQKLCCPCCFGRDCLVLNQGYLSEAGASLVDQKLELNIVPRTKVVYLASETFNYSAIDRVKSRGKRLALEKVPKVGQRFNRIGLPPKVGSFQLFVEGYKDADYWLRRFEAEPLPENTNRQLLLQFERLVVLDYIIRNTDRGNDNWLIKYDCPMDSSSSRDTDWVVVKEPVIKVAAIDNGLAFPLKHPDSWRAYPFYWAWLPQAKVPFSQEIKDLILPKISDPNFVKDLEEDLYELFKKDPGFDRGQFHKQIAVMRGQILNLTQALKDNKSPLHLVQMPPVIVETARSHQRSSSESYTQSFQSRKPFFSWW
#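 In this quantitative HTS, ADP production by PI4K2A was quantified luminescently after 1 h at ambient temperature; 100 microM adenosine served as plate-quality control.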
# TRHR ag – activates the human TRH receptor; activation, % at 2 µM; 360,000 tested, 0.18% active; TRHR cells, calcium flux fluo-8, FDSS agonist mode; P34981; in the data active = activation above about 30%; note: 0% is about no effect
#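 In this calcium-flux screen, cells bearing human TRHR are dye-loaded with fluo-8, baselined for 10 cycles, then exposed to library compounds; positive kinetic calcium responses during the agonist phase mark hits, with TRH as control.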
# D2 antag – D2 dopamine receptor (human) antagonism. HEK293 TREx D2 cells, calcium flux, dopamine EC80. inhibition, % at 10 µM. 340,000 tested, 2% active. AID 485344; in the data active = inhibition above about 30%; note: 0% is about no effect
#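 Tetracycline-induced HEK293 T-REx cells expressing D2 force-coupled to calcium signalling were dye-loaded, exposed to compound for 180 s, then challenged with an EC80 of dopamine; calcium flux was followed kinetically for a further 180 s.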
# Active calls of the source: *; ? = inconclusive; . = not tested or not shown; [ ] = another dose, or the depositor's remark. Unless noted, calls come from the whole dose curve; as a rule, active = well fitted inhibition curve with a large enough effect; inconclusive = small, poorly fitted or top-dose-only effect; inactive = no such curve, though single readings can be large or run the other way. Outcome played no part in choosing rows. About 3.9% of those tested had a hit in this group.
SMILES,D2 agonist,TrxR1 inh,TRHR enhancer,TrxR1 substrate,IDH1 R132H inh,USP1-UAF1 inh,PI4K2A block,TRHR ag,D2 antag
O=C(CN1C(=O)NC2(CCCCCCC2)C1=O)Nc1c(Cl)cccc1Cl,.,21.8%,.,-0.2%,-0.2%,-4.1%,2.4,.,.
COc1ccc(-c2sc3ccc(OC)cc3c2-c2ccc(OCCN3CCOCC3)cc2)cc1,.,28.4%,.,7.5%,-7.4%,-5.0%,-3.0,.,.
CC(=O)Oc1cc2oc(=O)c3c(c2cc1Cl)CCC3,-0.5,52.6%[activator],0.5,575.8%[activator],0.7%,?,0.0,-0.7,-11.0
CCC(=O)N(CCc1ccc(S(N)(=O)=O)cc1)C1CC(=O)N(c2ccc(OC)cc2)C1=O (stereo not given),.,23.9%[57.1 µM],-14.5,-13.7%[57.1 µM],5.5%,-12.8%,2.7,2.6,.
COc1ccc(S(=O)(=O)N2CCCC(C(=O)O)C2)cc1 (stereo not given),-0.4,17.2%[0.457 µM],0.7,1.2%,2.2%,-17.9%,10.0,0.2,1.3
COc1ccc(C(=O)CSc2nnc(C3CCCCC3)n2N)c(OC)c1,8.6,10.2%[57.1 µM],1.9,11.4%[57.1 µM],2.5%,-13.9%,-5.9,-0.6,-20.3
Brc1ccc(-c2csc3[n+]2CCCCC3)cc1,-0.8,-2.2%[57.1 µM],1.2,-3.5%[57.1 µM],0.0%,-21.6%,-0.9,-0.4,-12.9
COC(=O)C1=C(C)NC(=O)NC1c1ccccc1Cl (stereo not given),-0.5,8.1%,3.3,-1.2%,3.3%,0.4%,-0.1,0.2,-10.6
CC(=O)C[C@H](O)CC(=O)[C@@H]1OC(=O)CCCCC/C=C/Cc2ccccc21,.,-12.1%,.,-7.2%,-1.7%,11.5%,-0.2,.,.
CNc1nc(Nc2ccc(Br)cc2)nc(N)c1[N+](=O)[O-],-0.4,-8.8%,-13.4,-12.6%,5.7%,0.5%,-3.4,0.0,7.2
Cc1cc2oc(=O)cc(CN3CCCc4ccccc43)c2cc1C,2.0,-16.4%,0.0,-10.0%,-1.1%,-0.7%,-0.5,15.9,17.2
CCOC(=O)N1CCN(C(=S)Nc2ccc(C)c(C)c2)CC1,-0.2,-0.7%[57.1 µM],-2.4,8.7%[57.1 µM],-2.3%,-19.5%,6.1,-0.4,-5.9
COc1ccc(NC(=O)c2cc(Cl)ccc2NC(=O)c2ccco2)c(OC)c1,0.2,11.9%,-4.7,20.5%,7.8%,-12.5%,-3.1,0.4,10.6
N#Cc1c(Cl)c(Cl)c2nnc(-c3ccc(Br)cc3)n2c1Cl,-0.8,.,0.3,.,.,.,.,-0.2,-2.3
Cc1ccc(CCN2CC(C(=O)N3CCN(c4ccc(F)cc4)CC3)CC2=O)cc1 (stereo not given),0.9,2.0%,1.5,1.8%,2.7%,12.0%,1.5,-0.1,-4.9
Cc1nn(-c2ccc(C(=O)Nc3nnc(C4CC4)s3)cc2)c(C)c1Cl,1.0,19.2%[57.1 µM],-0.7,14.1%[57.1 µM],-0.4%,-27.0%,1.6,0.1,-4.4
CCCOc1cccc(C(=O)NCCNC(=O)c2cnccn2)c1,.,-4.8%,-2.0,-5.5%,-1.2%,-22.6%,-1.8,0.4,.
Cc1[nH]c(-c2ccc(F)cc2)cc1C(=O)N1CCN(c2ccc(Cl)cc2)CC1,0.0,12.3%,-3.8,7.9%,-2.4%,-25.4%,6.1,0.0,-6.1
CCOc1ccc(N2CC(C(=O)Nc3cccc(C(=O)NC4CC4)c3)CC2=O)cc1 (stereo not given),-0.8,9.7%,12.5,6.3%,0.0%,-17.6%,-1.3,0.5,-11.3
CCOC(=O)C1C(c2cccs2)NC(=O)N(C)C1(O)C(F)(F)F (stereo not given),0.3,2.7%,-1.8,2.9%,15.3%,-9.0%,-0.5,1.3,-11.4
Cc1ccnn1-c1ccc(C(=O)NCc2ccccc2CN2CCOCC2)cc1,.,8.8%[2.29 µM],.,2.9%[2.29 µM],-1.5%,0.0%,-1.6,.,.
CCCc1oc(C(=O)O)cc1CN1CCCC1,-0.4,-3.1%,0.8,-1.1%,2.5%,-1.6%,-3.3,0.0,-3.5
CCOc1ccc(N(C(=O)c2ccc(OC)cc2)S(=O)(=O)c2ccc3c(c2)n(C)c(=O)n3C)cc1,.,17.1%,7.6,2.1%,.,-3.9%,2.2,0.6,.
Cc1cccc(OCC(=O)NNc2c3ccccc3nc3ccccc23)c1,1.2,-0.5%,26.9,-2.4%,1.4%,-17.8%,3.2,0.2,-26.4
CCNC(=O)COc1ccc(Br)cc1Cl,0.1,11.2%[57.1 µM],-2.5,8.1%[57.1 µM],2.7%,-1.0%,-2.2,0.1,19.1

# No new results follow: an excerpt of the list.
SMILES,D2 agonist,TrxR1 inh,TRHR enhancer,TrxR1 substrate,IDH1 R132H inh,USP1-UAF1 inh,PI4K2A block,TRHR ag,D2 antag
Cc1cccc(OCC(=O)NNc2c3ccccc3nc3ccccc23)c1,1.2,-0.5%,26.9,-2.4%,1.4%,-17.8%,3.2,0.2,-26.4
CCNC(=O)COc1ccc(Br)cc1Cl,0.1,11.2%[57.1 µM],-2.5,8.1%[57.1 µM],2.7%,-1.0%,-2.2,0.1,19.1

# Next compounds:
SMILES,D2 agonist,TrxR1 inh,TRHR enhancer,TrxR1 substrate,IDH1 R132H inh,USP1-UAF1 inh,PI4K2A block,TRHR ag,D2 antag
Cn1c(=O)c2c(nc(NCCO)n2CCCc2ccccc2)n(C)c1=O,0.0,7.4%,-19.3,0.5%,-0.4%,-0.1%,3.9,-0.7,15.1
CC(C)(C)C1CCC(C(=O)OCC(=O)N2CCN(C(=O)c3ccco3)CC2)CC1 (stereo not given),-0.2,-10.5%[57.1 µM],2.1,-6.4%[57.1 µM],-6.0%,-17.8%,-0.5,0.0,-7.9
Cc1cc(C)nc(/N=C(\N)Nc2ccc(S(=O)(=O)Nc3nc(C)cc(C)n3)cc2)n1,-0.5,.,-3.1,.,.,.,.,0.0,4.7
COc1ccc(CCNC(=O)NCc2noc3ccc(C)cc23)c(OC)c1,0.1,8.3%,3.1,-5.2%,2.0%,-9.9%,-2.2,-0.1,.
COc1ccc(C(=O)CC(=O)C(=O)Nc2ccccc2OC)cc1,0.0,-24.5%,-2.3,-12.2%,13.5%,-22.9%,-4.2,0.2,-3.3
O=C(Nc1ccc(Cc2ccncc2)cc1)c1ccc(Br)o1,-0.9,-6.4%,-4.3,-2.5%,7.7%,-18.4%,0.1,-0.6,-14.5
CC(=O)N1CCN(S(=O)(=O)c2ccc(S(=O)(=O)N3CCCC(C)C3)cc2)CC1 (stereo not given),-0.4,17.6%[57.1 µM],1.1,-2.1%[57.1 µM],-2.3%,-17.5%,-0.3,0.2,7.0
CCC[C@@H](CNC)NC[C@H](Cc1ccccc1)NCCCCc1ccccc1,.,6.9%,-11.1,-1.5%,13.9%,-28.5%,1.3,4.0,.
COC(=O)C1CCCN1C(=O)COc1ccc(Br)cc1Cl (stereo not given),0.1,7.5%,-0.6,13.5%[0.457 µM],3.6%,2.7%,3.6,-0.6,-15.4
CC1CN(C(=O)N2c3ccccc3Sc3ccccc32)CC(C)O1 (stereo not given),0.9,7.7%,1.9,0.0%,-1.4%,-6.8%,0.9,1.0,-19.0
OC1(c2cccc(C(F)(F)F)c2)CCN(Cc2nnnn2CCc2ccccc2)CC1,.,7.8%,-5.6,-6.6%[57.1 µM],6.8%,-16.3%,-0.4,-0.2,.
COc1ccc(-c2ccc(-c3noc(-c4cccs4)n3)c(OC)n2)cc1,0.5,52.1%[activator],1.8,142.0%[activator],3.2%,?,0.7,2.5,-12.0
COc1cc(/C=N/NC(N)=S)cc(Br)c1OCc1ccccc1F,-2.0,-15.9%,1.6,-10.7%,-1.6%,-2.3%,3.8,0.4,-1.8
CN=C1N(C)C[C@@H]2[C@@H]3C(=O)N(C)C(=O)[C@@H]3[C@](Cc3ccccc3)(C(=O)OC)N12,.,6.7%,.,7.1%,11.9%,-21.9%,-1.6,.,.
CC1CN(c2ccc(C(F)(F)F)cc2[N+](=O)[O-])CCN1S(C)(=O)=O (stereo not given),1.5,7.9%,-2.0,-3.8%,0.9%,-16.6%,-2.9,0.0,-4.8
CC1CN(C(=O)CSc2ncnc3sccc23)CC(C)O1 (stereo not given),-0.7,-23.1%,-1.8,-4.8%,0.5%,-8.2%,-3.4,1.6,-10.8
COc1ccccc1P(=O)(c1ccccc1)c1ccccc1NC(C)=O (stereo not given),-1.2,13.4%,4.0,-4.0%,-3.1%,-9.3%,-0.4,0.0,2.1
O=S(=O)(c1ccc(F)c(F)c1)N1CCN(S(=O)(=O)c2cccs2)CC1,0.6,1.9%,-0.4,-2.7%,2.7%,-10.1%,-1.8,0.2,-4.7
COCCN(C(=O)COC(=O)/C=C/c1ccc(C(F)(F)F)cc1)c1c(N)n(Cc2ccccc2)c(=O)[nH]c1=O,0.6,12.5%,-9.1,0.0%,-1.4%,-8.1%,3.5,0.0,45.3*
CNc1nc(N/N=C/c2cc([N+](=O)[O-])ccc2F)nc(Nc2ccccc2)n1,.,-11.0%,.,-11.7%,0.3%,-21.5%,-7.1,.,.
Cc1cccc(NC(=O)COC(=O)CCc2ccccc2)c1C,-1.9,10.8%[57.1 µM],2.6,-7.4%,6.4%,-12.4%,-0.3,-0.2,2.9
CC(=O)Nc1ccc(-c2nc(C)c(C(C)=O)n2O)cc1,.,-13.4%,-3.3,-1.1%,-2.8%,?,-5.0,-0.9,.
Cc1cc(C)n(CCNC(=O)CC2C(=O)NCCN2Cc2ccc(C)o2)n1 (stereo not given),-1.7,0.8%[57.1 µM],-1.6,5.3%[57.1 µM],8.9%,-9.3%,4.3,-1.2,-2.1
COc1ccc2cc(/C=N/NC(=O)CN(c3ccccc3)S(=O)(=O)c3ccccc3)c(Cl)nc2c1,-1.1,.,0.8,.,.,.,.,0.9,3.3

# Screening data deposited in PubChem BioAssay by National Center for Advancing Translational Sciences (NCATS).
